# GRP78 ERSR act = ER stress response induction in glioma; U87-MG GRP78 promoter luciferase reporter, 16 h; Potency, µM, inactives show top-dose activation, usual class: activators; 420,000 compounds, 0.02% hits; AID 602332; note: potency is the fitted concentration of half-maximal effect; series mostly up to about 76 µM; % of control where 0% means no effect; nearly all actives have a fitted effect of over 35% in size
#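 ERSR induction read as luciferase luminescence (Bright-Glo, 10 min at room temperature) in stably transfected human U87-MG glioma cells exposed to compounds for 16 h, using GRP78 as sensor.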
# Apoferritin bind = candidate novel general anesthetic via apoferritin binding | 350,000 compounds, 0.074% hits | Potency, µM (highest dose often 77.5 µM), for the others: at the top dose activity change, negative = displacement, actives largely listed as inhibitors | P02791 | apoferritin/1-aminoanthracene competitive binding, fluorescence | AID 485281; note: potency is the fitted concentration of half-maximal effect; % is set by controls: 0 for no effect and ±100 for the full control effect; nearly all actives have a fitted effect of over 20% in size
#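 Steps: apoferritin (10 uM) was premixed with half-saturated 1-AMA in PBS, compounds were pin-transferred, plates stood 10 min at room temperature, fluorescence was read at 380/535 nm, and curves were fitted with a Hill equation.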
# Pol iota inh = DNA polymerase iota (human) inhibition. Q9UNA4. Pol iota fluorescent replication assay, 10 min. Potency, µM (titrated, usually from 115 µM), for the others: at the top dose activity, negative = inhibition, actives largely listed as inhibitors. 390,000 compounds, 1% hits. AID 588590; note: potency is the fitted concentration of half-maximal effect
#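 Fluorescent replication assay read twice, at 0 min and 10 min after adding 50 nM (final) substrate. Enzyme (10 nM) and compounds were first incubated 15 min at room temperature; enzyme-free buffer wells were negative controls.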
# APE1 inh = inhibitors of human APE1 endonuclease. recombinant APE1, TAMRA/BHQ-2 abasic DNA cleavage fluorescence. Potency, µM (doses to about 65.8 µM), without a hit: at the top dose activity change, negative = inhibition, actives largely listed as inhibitors. 350,000 compounds, 0.35% hits;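 note: potency is the fitted concentration of half-maximal effect; plate controls were vehicle for no effect and reference inhibitor for full effect; nearly all actives have a fitted effect of over 55% in size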
# Target sequence (P27695 whole entry, looked up): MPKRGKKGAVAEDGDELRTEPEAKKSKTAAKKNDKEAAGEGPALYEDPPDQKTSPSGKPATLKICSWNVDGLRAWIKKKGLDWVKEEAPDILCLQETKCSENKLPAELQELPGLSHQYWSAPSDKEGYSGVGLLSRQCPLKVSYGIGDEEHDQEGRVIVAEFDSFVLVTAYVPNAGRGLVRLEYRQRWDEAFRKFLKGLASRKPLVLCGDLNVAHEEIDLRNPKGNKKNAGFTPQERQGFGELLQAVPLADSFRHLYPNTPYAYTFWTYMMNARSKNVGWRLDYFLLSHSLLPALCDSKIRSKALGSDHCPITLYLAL
#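 Endonuclease cleavage of a quenched abasic-site DNA duplex (50 nM) by APE1 (0.75 nM) was tracked by TAMRA dequenching. Compounds were preincubated with enzyme 15 min at room temperature; data normalized to buffer-only and DMSO wells plus NSC13755 control.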
# BLM inh = blocks DNA unwinding by human BLM helicase; Potency, µM (highest dose often 56.1 µM), inactives show at the highest dose activity change, negative = inhibition, most hits filed as inhibitors; recombinant BLM DNA unwinding, fluorescence dequenching; 350,000 compounds, 0.2% hits;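 note: potency is the fitted concentration of half-maximal effect; plate controls were vehicle for no effect and no enzyme for full effect; nearly all actives have a fitted effect of over 35% in size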
# LDHA block = inhibitors of human lactate dehydrogenase A; 480,000 compounds, 0.15% hits; activity change, % (values are at about 110 or 230 µM); P00338; purified LDHA, NADH/diaphorase-resazurin fluorescence; stronger effect = lower value; in the data active = activity change below about -30%; inconclusive = mostly about -25% to -30%;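 note: plate controls were DMSO wells for no effect and wells without enzyme for full effect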
#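 Resorufin fluorescence (ex540/em590), read at 0 and 20 min after diaphorase/resazurin addition, reports the NADH left after a 5 min room-temperature reaction of 2 nM human LDH5 with 0.06 mM NADH and 0.2 mM pyruvate.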
# Pol eta inh = DNA polymerase eta (human) inhibition; recombinant Pol eta, fluorescent DNA replication assay; Potency, µM (series often up to 114 µM), for inactives: at the highest dose activity change, negative = inhibition, hits mostly inhibitors; 390,000 compounds, 1.2% hits; note: potency is the fitted concentration of half-maximal effect; % is set by controls: 0 for no effect and ±100 for the full control effect
# Target sequence (Q9Y253 whole entry, looked up): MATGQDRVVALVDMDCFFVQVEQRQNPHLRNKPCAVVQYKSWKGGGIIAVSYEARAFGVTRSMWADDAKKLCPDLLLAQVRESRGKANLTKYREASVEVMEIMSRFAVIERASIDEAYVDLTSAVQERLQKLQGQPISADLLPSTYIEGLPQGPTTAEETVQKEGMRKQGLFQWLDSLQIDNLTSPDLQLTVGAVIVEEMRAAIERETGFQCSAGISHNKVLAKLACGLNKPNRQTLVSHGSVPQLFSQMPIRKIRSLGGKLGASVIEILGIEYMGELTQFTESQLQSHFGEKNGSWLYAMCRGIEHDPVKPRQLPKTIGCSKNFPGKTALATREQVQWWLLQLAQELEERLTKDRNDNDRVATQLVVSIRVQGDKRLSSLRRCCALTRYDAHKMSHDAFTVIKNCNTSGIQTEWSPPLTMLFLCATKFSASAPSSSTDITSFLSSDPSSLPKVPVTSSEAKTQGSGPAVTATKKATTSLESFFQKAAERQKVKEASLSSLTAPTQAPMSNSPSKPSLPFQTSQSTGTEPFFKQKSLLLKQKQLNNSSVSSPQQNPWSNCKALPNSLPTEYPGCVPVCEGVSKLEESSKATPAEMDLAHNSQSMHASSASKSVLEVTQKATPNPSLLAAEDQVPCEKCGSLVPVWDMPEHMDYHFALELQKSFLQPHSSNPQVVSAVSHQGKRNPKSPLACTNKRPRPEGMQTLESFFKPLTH
#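 Pol eta (10 nM) was preincubated with compounds for 15 min at room temperature, after which fluorescent replication substrate (50 nM final) was added to start the reaction. Fluorescence was read kinetically at 0 and 10 min.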
# Pol kappa inh = blocks human DNA polymerase kappa activity | Q9UBT6 | purified Pol kappa, fluorescent DNA synthesis assay, 10 min | Potency, µM (top dose mostly 107 µM), for the others: at the top dose activity, negative = inhibition, actives largely listed as inhibitors | 400,000 compounds, 0.53% hits | AID 588579; note: potency is the fitted concentration of half-maximal effect; % is set by controls: 0 for no effect and ±100 for the full control effect
#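 Inhibition of 10 nM Pol kappa is measured by a fluorescent read-out at 0 and 10 min following addition of 50 nM substrate (final), with a 15-min room-temperature compound preincubation.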
# Pol beta inh = blocks human DNA polymerase beta activity. Potency, µM (highest dose often 114 µM), without a hit: top-dose activity change, negative = inhibition, most hits filed as inhibitors. 340,000 compounds, 1.3% hits. AID 485314. Pol beta primer extension/strand displacement, fluorescence kinetic; note: potency is the fitted concentration of half-maximal effect; % is set by controls: 0 for no effect and ±100 for the full control effect
#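 Pol beta (10 nM) was preincubated with compound for 15 min at room temperature. The reaction was then started with 50 nM substrate and read immediately and after a further 10 min at room temperature.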
# The depositor's hits bear a star; ? = inconclusive; · = not tested or not shown; & = joins results of further samples; [ ] = remark or other dose. Unless noted, calls come from the whole dose curve; as a rule, active = well fitted curve in the direction sought with a large enough effect; inconclusive = small, poorly fitted or top-dose-only effect, or another doubt; inactive = no such curve, though single readings can be large; an effect the other way counts as inactive or inconclusive.
canonical_smiles | Pol kappa inh | APE1 inh | GRP78 ERSR act | Apoferritin bind | Pol iota inh | BLM inh | Pol beta inh | Pol eta inh | LDHA block
CC(=O)c1ccc(NC(=O)CSc2ccc3nnc(-c4cccnc4)n3n2)cc1 | 3.8%[60.1 µM] | -2.6% | -3.2% | -3.6% | 21.3% | 1.2% | 50.5% | 19.4% | -0.7
N#Cc1c(N)nc2c(c1-c1ccc3c(c1)OCO3)CCc1ccccc1-2 | -13.9% | 4.9% | -1.7% | 116.5%[activator] | 9.5% | -10.8% | -5.0% | -13.8% | -2.4
CCOc1ccc2c(c1)sc1nc(C(=O)OC)cc(=O)n12 | -0.4% | · | -1.7% | · | 17.8% | · | · | -17.3% | 0.5
CC(C)(C)c1ccc(C(=O)Nc2ccc(Oc3cccnc3)nc2)cc1 | -16.5% | -5.0% | -4.4% | 1.5% | -26.3%[58.9 µM] | -4.2% | -1.8% | -10.0% | -0.8
CNC(=O)c1ccc(Nc2nnc(-c3ccc(C)c(S(=O)(=O)NCC4CCCO4)c3)c3ccccc23)cc1 (centres undefined) | -12.3% | 0.6% | 0.7% | 17.9% | -3.0% | -14.8% | 17.1% | ? | -3.0
CN(C1CCCCC1)S(=O)(=O)c1ccc(S(=O)(=O)N2CCCC2)cc1 | -6.3% | 0.9% | -2.5% | -19.1% | 2.8% | -4.6% | -24.3% | 0.6% | -5.6
NC(=O)COc1ccccc1C(=O)O | 5.0% | 6.4% | -3.2% | 4.3% | 171.3%[activator] | -8.5% | -23.2% | -14.5% | -5.5
COc1ccc(OC)c(NC(=O)N2CCC(CN3CCCCC3)CC2)c1 | -2.7% | · | 0.3% | -3.6% | -9.8% | -3.2% | -1.5% | 10.0% | 2.0
COc1ccc([C@@H]2CC=C(C(=O)O)[C@H](c3ccc(C)cc3)N2S(=O)(=O)c2ccc(C)cc2)cc1OC | -7.2% | 0.0% | 0.0% | · | 10.4% | · | · | -15.8% | -16.8
COc1cc2c(cc1OC)CN(c1ccc(F)cc1[N+](=O)[O-])CC2 | -10.9% | 44.5% | 4.5% | -10.5% | 67.7%[activator] | -6.0% | -5.0% | -2.2% | 14.0
O=C(C1CCC1)N(CCc1ccccc1)Cc1nc2ccccc2c(=O)[nH]1 | -10.4% | ? | -3.1% | -12.2% | 13.4% | -3.1% | 0.3% | -14.9% | 2.7
O=S(=O)(c1ccccc1)N(CC1CO1)c1ccccc1 (centres undefined) | -7.0% | 4.7% | 5.6% | -8.6% | 148.5%[activator] | 2.9% | -0.4% | -24.8% | -6.1
O=C(Cn1cnc2c(cnn2-c2ccc(F)cc2)c1=O)OCc1ccccc1 | -2.9% | 5.2% | -1.6% | -7.2% | -2.7% | -2.4% | ? | 7.9% | -4.8
COc1ccc(N2CCN(c3nc(Nc4ccc(C)c(F)c4)nc(N4CCCC4)n3)CC2)cc1 | 0.0% | -4.6% | -4.3% | -8.5% | 57.7%[activator] | -5.8% | -0.8% | -8.1% | 0.3
Cn1cc([N+](=O)[O-])c(C(=O)Nc2nc(-c3ccc(Cl)cc3)cs2)n1 | -10.1% | 1.1% | -15.6% | -1.8% | -13.9% | -11.4% | 8.8% | ? | -4.0
CCCCCCCCNC(=S)NCCN1CCCCC1 | -6.0% | 2.4% | -3.9% | ? | ? | 2.5% | 56.0% | -12.4% | -16.8
Clc1cnc2nc(SC/C=C/c3ccccc3)[nH]c2c1 | 7.5% | 3.2% | -0.8% | -0.1% | 5.9% | -2.2% | -24.5% | 18.3% | -0.9
CN1CCCN(S(=O)(=O)c2ccccc2)CC1 | -19.4% | 0.9% | -2.6% | -4.0% | 3.0% | -3.6% | 45.5% | -18.7% | -20.5
Cc1cc(OCC(=O)NCC2CCC(C(=O)O)CC2)c2c(C)cc(=O)oc2c1 (centres undefined) | 1.7% | 22.3% | -2.9% | -1.7% | 27.6% | -1.8% | 2.8% | 2.5% | -5.1
COc1ccc2nc(NC(=O)c3cnccn3)sc2c1 | -13.4% | -0.6% | -1.0% | -4.5% | ? | -11.8% | ? | ? | 3.0
COc1ccc(-c2sc3ccc(N4CCOCC4)cc3c2C#Cc2ccsc2)cc1 | 10.3% | 51.2%[activator] | 1.6% | · | 36.2%[activator] | · | · | -1.0% | 7.2
O=C(Cn1ncc2c([nH]c3ccccc32)c1=O)NCCc1ccc(Cl)cc1 | 11.5% | 17.8% | -3.6% | -5.1% | -10.8% | -4.7% | 7.4% | 1.8% | -1.4
CN1C(=O)N(C)C2(c3ccccc3)NC(=O)NC12c1ccccc1 (centres undefined) | -8.0% | 2.9% | -2.1% | -13.6% | 3.5% | -0.5% | 14.9% | -9.9% | 3.9
O=C(Cn1nnc(-c2ccc(S(=O)(=O)N3CCCC3)cc2)n1)Nc1ccccc1-n1cccc1 | -10.1% | -6.8% | -0.9% | -9.6% | 3.6% | -6.3% | 0.1% | -0.7% | -3.9
O=C(COC(=O)c1ccc2ccccc2n1)Nc1ccccc1F | -8.6% | 11.5% | -4.2% | · | -13.5% | · | · | -1.4% | -5.1&7.3
Cc1ccc(/C=N/NC(=O)CNC(=O)c2ccc(S(=O)(=O)N(C)C)cc2)cc1 | -4.7% | 0.7% | 1.0% | -8.0% | 53.6%[activator] | 0.9% | -23.8% | -6.5% | -8.7
Cc1cc(C)cc(NC(=O)N2CCCC2C(=O)NCc2ccco2)c1 (centres undefined) | -0.2% | 5.1% | 4.6% | -8.4% | 145.0%[activator] | -1.4% | -27.8% | -19.4% | -7.9
CCn1c2ccccc2c2cc(NC(=O)COC(=O)c3cc(OC)c(OC)cc3OC)ccc21 | -11.3% | 2.3% | -4.8% | -11.6% | 24.9% | -4.3% | -5.0% | -11.3% | -4.3
CSc1ccc(CCNc2ncnc3onc(-c4ccc(Cl)cc4)c23)cc1 | -13.7% | · | -4.6% | 42.7%[activator] | 13.3% | -2.0% | -17.2% | -3.3% | -15.0
COc1cccc(C2Nc3ccccc3-c3nnc(SCc4ccccc4)nc3O2)c1OC (centres undefined) | 2.6% | · | -0.2% | -4.6% | 11.1% | 0.2% | -41.6% | ? | 1.5
CCOc1ccc(C(=O)Nc2ccc(S(=O)(=O)Nc3nccc(C)n3)cc2)cc1OCC | -1.2% | 73.9%[activator] | -3.9% | 3.3% | -26.2% | 0.5% | 10.0% | 15.0% | -5.3
COc1cc(OC)nc(Oc2ccccc2C(=O)Oc2ccc(C)cc2)n1 | -4.2%[60.1 µM] | -2.5% | -1.9% | -15.4% | 3.6% | -9.3% | -0.4% | 1.2% | 1.5
Cc1ccc(NC(=O)c2cc3c(s2)CCCC3)cc1S(=O)(=O)Nc1ccccc1Cl | -16.2% | -3.5% | -2.3% | 5.3% | -0.3% | -5.9% | 1.6% | -16.7% | -13.0
CC(=O)Nc1ccc(S(=O)(=O)Nc2nc3n(n2)C(c2ccccc2)CC(=O)N3)cc1 (centres undefined) | -9.8% | 2.3% | -2.6% | -1.4% | 1.2% | 1.5% | 1.6% | -19.9% | -4.9
Cc1ccc2oc(C(=O)N(Cc3ccncc3)CC3CCCO3)c(C)c2c1 (centres undefined) | -26.1% | 23.8% | -1.0% | -7.1% | 8.2% | -3.6% | -0.1% | -12.3% | -2.4
O=C(CCc1nnc(-c2ccccc2)o1)NCc1cc(F)ccc1F | 5.8% | -0.7% | -0.8% | -7.2% | 41.7%[activator] | -1.2% | -20.8% | -3.4% | -0.8
CCC(=O)Nc1nc2n(n1)C(c1ccc(OC)cc1)C=C(c1ccccc1)N2 (centres undefined) | · | 0.4% | · | 908.9%[activator] | · | -3.3% | -2.8% | · | ·
Cc1c(S(=O)(=O)Nc2ccc3c(c2)OCCO3)c(=O)n(C)c(=O)n1C | 6.3% | 14.2% | -1.9% | -4.7% | 18.7% | -2.0% | 104.7% | -8.9% | -7.2
O=S1(=O)c2ccccc2N(Cc2ccccc2)c2ccccc21 | -8.3% | · | -4.2% | -6.5% | ? | -2.8% | -27.4% | 2.3% | 0.3
CC1CC(=O)C(C2c3ccccc3CCN2C(=O)CCl)C(=O)C1 (centres undefined) | -25.8% | 2.7% | -2.0% | -1.5% | 8.9% | -1.1% | -15.7% | -15.6% | -13.5
Cn1c(N)c(C(=O)COC(=O)c2cccnc2Cl)c(=O)n(C)c1=O | 1.3% | -6.2% | -0.1% | -0.2% | 117.1%[activator] | -5.3% | 17.8% | -18.4% | -4.0
COc1ccc(C2C(=O)N(C3CCC(C)CC3)CC(=O)N2Cc2ccccc2Cl)cc1OC (centres undefined) | -8.3%[60.1 µM] | · | -1.8% | -11.3% | 13.0% | -3.7% | 7.2% | -18.3% | -0.1
Cc1ccc(S(=O)(=O)N2CCOCC2)cc1NC(=O)COC(=O)CNC(=O)c1ccccc1 | -5.7% | -0.7% | -2.3% | -7.5% | 1.7% | 2.5% | 34.4% | -18.9% | -1.9
CCOC(=O)N1CCN(C(=O)COc2cccc3c2CCN(Cc2ccc(F)cc2)C3=O)CC1 | -4.1% | 11.3% | -2.5% | -13.0% | 9.1% | 3.6% | 28.9% | -5.8% | -6.6

# 4 entries from above in another layout.
# Fields – Pol kappa inh	APE1 inh	GRP78 ERSR act	Apoferritin bind	Pol iota inh	BLM inh	Pol beta inh	Pol eta inh	LDHA block
CC(=O)Nc1ccc(S(=O)(=O)Nc2nc3n(n2)C(c2ccccc2)CC(=O)N3)cc1 (centres undefined)
  -9.8%	2.3%	-2.6%	-1.4%	1.2%	1.5%	1.6%	-19.9%	-4.9
COc1cc(OC)nc(Oc2ccccc2C(=O)Oc2ccc(C)cc2)n1
  -4.2%[60.1 µM]	-2.5%	-1.9%	-15.4%	3.6%	-9.3%	-0.4%	1.2%	1.5
Cc1ccc(/C=N/NC(=O)CNC(=O)c2ccc(S(=O)(=O)N(C)C)cc2)cc1
  -4.7%	0.7%	1.0%	-8.0%	53.6%[activator]	0.9%	-23.8%	-6.5%	-8.7
Cc1ccc2oc(C(=O)N(Cc3ccncc3)CC3CCCO3)c(C)c2c1 (centres undefined)
  -26.1%	23.8%	-1.0%	-7.1%	8.2%	-3.6%	-0.1%	-12.3%	-2.4

# These rows are one share of the data. The share of hits here may be higher or lower than overall.
